Screens from PubChem BioAssay.
T cell HTS – T cell immune modulators affecting CD8 T cell-vesicle binding; 2C CD8+ T cell-vesicle binding, flow cytometry; active compounds read low; AID 2052; 0.068% of 330,000 active; calls only at 7 µM;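 active means response, share of CD8 T cells binding vesicles, and their 90th percentile fluorescence all below set limits, cut at about 80% in these data, passing the limit was not always enough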
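Assay system – 2C mouse CD8+ T cells · Also added – QL9-loaded Drosophila micro-vesicles · Timing – Cell–vesicle co-incubation 1.5 h at 37 °C, staining 20 min on ice · Signal – flow cytometry of vesicle-bound cells · Measure – percent CD8+ FL2 mean versus row control · Controls – Peptide-free naked vesicles (low) and QL9 vesicles with 0.7% DMSO vehicle (high)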
NTR1 agonist – agonists of NTR1, primary screen, imaging, U2OS cells, beta-arrestin-GFP, high content (AID 493036); NTR1-U2OS beta-arrestin-GFP spot imaging, agonist mode; activation, % at 20 µM; 0.17% of 330,000 active;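 active means activation at or above 40% of the spot to cytoplasm intensity ratio, with at least 20 cells analyzed; inconclusive means wells under 20 cells, flagged as cytotoxic or low count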;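 further: 0% = DMSO without peptide and 100% = 100 nM NTR1 peptide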
Target sequence (P30989 whole entry, looked up): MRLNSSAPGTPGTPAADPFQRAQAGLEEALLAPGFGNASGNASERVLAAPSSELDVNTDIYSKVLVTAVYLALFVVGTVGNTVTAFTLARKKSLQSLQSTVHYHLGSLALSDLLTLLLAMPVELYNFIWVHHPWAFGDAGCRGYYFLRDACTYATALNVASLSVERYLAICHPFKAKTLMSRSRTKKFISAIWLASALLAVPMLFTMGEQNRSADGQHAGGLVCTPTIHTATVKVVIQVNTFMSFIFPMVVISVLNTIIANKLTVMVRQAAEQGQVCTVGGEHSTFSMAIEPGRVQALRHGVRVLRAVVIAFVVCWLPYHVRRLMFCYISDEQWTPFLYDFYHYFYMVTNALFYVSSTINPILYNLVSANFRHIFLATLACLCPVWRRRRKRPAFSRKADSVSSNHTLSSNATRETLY
Myeloid diff 2 – compounds promoting myeloid differentiation; 1% of 360,000 active; AID 624256; calls only at 10 µM; ER-HoxA9 myeloid progenitors, lysozyme-GFP differentiation, flow cytometry;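 active means normalized GFP-positive differentiation at or above the plate's own cutoff, the solvent-only control mean plus 3 SD; inconclusive means no clear call, values can overlap the other calls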;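 further: cells exposed to compound for four days before flow analysis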
T cell HTS vesicle-bound % – also measured in T cell HTS; calls as there; double positive events, %; measured here: CD8+ vesicle-bound cell fraction;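 binding gate set so that unloaded-vesicle control wells show 10% double positive cells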
NTR1 agonist cell count 20 µM – second read-out of NTR1 agonist, no call of its own (marks repeat the call); cell count; measured here: cell count, cytotoxicity flag
Myeloid diff 2 GFP+ MAC1+ % – further read-out of Myeloid diff 2, marked with its call; GFP+ MAC1+ double positive, %; measured here: differentiation confirmed by MAC1 staining
The depositor's hits bear a star; i = inactive; ? = inconclusive; . = not tested or not shown; + = active, no number. This is a subset. The share of hits here may be higher or lower than overall.

Order of values – T cell HTS | T cell HTS vesicle-bound % | NTR1 agonist | NTR1 agonist cell count 20 µM | Myeloid diff 2 | Myeloid diff 2 GFP+ MAC1+ %
CC(C)CC1(C)NC(=O)N(CC(=O)Nc2ccccc2Br)C1=O (stereo not drawn)
    i | 48 | -1.8 | 50 | i | 1.1
CC1CC(C)CN(S(=O)(=O)c2ccc(NC(=O)c3ccc(=O)[nH]c3)cc2)C1 (stereo not drawn)
    i | 32 | 1.5 | 85 | i | 0.2
O=C(COC(=O)C1CCC1)Nc1cc(S(=O)(=O)N2CCCCC2)ccc1Cl
    i | 37 | 0.9 | 85 | i | 0.8
Cc1ccc(S(=O)(=O)NCCCNS(=O)(=O)c2ccc(C)cc2)cc1
    i | 45 | -1.8 | 40 | i | 1.6
Cc1ccc(Sc2ccc(S(=O)(=O)Nc3ccc(CC(=O)O)cc3)cc2)cc1C
    i | 54 | 5.4 | 68 | i | 0.1
Cc1ccc2sc(N3CCN(C(=O)c4ccc([N+](=O)[O-])o4)CC3)nc2c1C
    i | 32 | 9.6 | 59 | i | 0.6
CCC(=O)Nc1ccc(C(=O)CN2C(=O)NC3(CCCCCC3)C2=O)cc1
    i | 24 | -0.3 | 53 | i | 0.2
O=C(Nc1cccc(-c2ccc(N3CCOCC3)nn2)c1)c1ccccc1
    i | 48 | 0.9 | 47 | i | 0.8
COc1ccc2nc(-c3ccccc3)cc(C(=O)OCC(=O)N3CCCCC3)c2c1
    i | 43 | 5.6 | 58 | i | 0.7
Cc1ccc(N2C(=O)N3[C@@H]4c5ccccc5OC[C@@H]4[C@@H](c4ccccc4)[C@@]3(C)C2=O)cc1
    i | 9 | 2.6 | 63 | i | 1.2
Nc1nccnc1C(=O)OCC(=O)C12CC3CC(CC(C3)C1)C2
    i | 54 | -0.6 | 60 | i | 1.5
CN(Cc1ccc(F)cc1)C(=O)C(Cc1ccccc1)NC(=O)c1ccccc1 (stereo not drawn)
    i | 51 | 1.8 | 64 | i | 0.5
CCc1noc(C)c1C(=O)N(CC)CC(=O)NCc1ccc(Cl)cc1
    i | 12 | -0.2 | 58 | i | 0.6
Cc1cnc(C(=O)OC(C)C(=O)NCc2ccccc2)cn1 (stereo not drawn)
    i | 33 | 0.0 | 73 | i | 0.7
CCOc1ccc(CCNC(=O)COC(=O)c2ccc(Cl)nc2)cc1OCC
    i | 49 | 1.3 | 44 | i | 0.7
O=C1C=C(c2ccc(Cl)c(C(F)(F)F)c2)C[C@@H](c2ccc(F)cc2)C1
    i | 23 | 3.8 | 50 | i | 1.3
O=C(C1CCC1)N1CCN(S(=O)(=O)c2ccc([N+](=O)[O-])cc2)CC1
    i | 26 | 1.7 | 52 | i | 0.3
Cc1[nH]c2ccc(C(=O)OC(C)C(=O)NC3(C#N)CCCCC3)cc2c1C (stereo not drawn)
    i | 55 | 2.8 | 48 | i | 0.8
O=C(CCNC(=O)c1ccccc1Cl)Nc1ccc(S(=O)(=O)Nc2nccs2)cc1
    i | 43 | 3.2 | 52 | i | 1.1
COc1cc(/C=C/C(=O)OCC(=O)NC(=O)NCc2ccco2)ccc1OC(F)F
    i | 50 | 1.1 | 42 | i | 0.5
Cc1ccc(C(=O)NNC(=O)C(C)Oc2ccccc2F)cc1S(=O)(=O)N1CCOCC1 (stereo not drawn)
    i | 30 | -0.3 | 53 | i | 1.4
Cc1ccccc1OCCC(=O)NNC(=O)COc1cccc(F)c1
    i | 52 | 2.1 | 53 | i | 0.8
COc1cc(OC)cc(-c2sc3ccc(OC)cc3c2C#CCCO)c1
    i | 37 | 8.0 | 51 | i | 0.6
O=C(Cn1ccc(NC(=O)OCc2ccccc2)nc1=O)NCc1nc2ccccc2[nH]1
    i | 39 | 1.2 | 67 | i | 2.2
C/C=C(\C)C(=O)OC(C)(C)[C@@H]1Cc2cc3ccc(=O)oc3cc2O1
    i | 18 | -0.2 | 48 | i | 1.2
COc1ccc(/C=C/C(=O)OCC(=O)N2CCCC2)c(OC)c1
    i | 47 | 0.5 | 61 | i | 0.3
Cc1ccc(S(=O)(=O)n2cc(-c3ccccc3)c3ccccc32)cc1
    i | 16 | -0.3 | 45 | i | 0.6
Cc1ccc(-c2cn(CCN)c(-c3ccncc3)n2)cc1
    i | 7 | -1.0 | 92 | i | 1.0
Cc1cccc(C(=O)NCC(=O)N2CCCCCCC2)c1
    i | 43 | 1.5 | 60 | i | 1.5
CC(=O)Nc1ccc(S(=O)(=O)NCc2nnnn2-c2ccc(F)cc2)cc1
    i | 29 | 0.2 | 68 | i | 0.5
COc1ccc(C(=O)NCC(C)(C)N2CCOCC2)cc1S(=O)(=O)N1CCCC1
    i | 31 | -0.1 | 46 | i | 1.1
O=C1CCc2cc(NS(=O)(=O)c3ccc([N+](=O)[O-])cc3)cc3c2N1CCC3
    i | 55 | 2.5 | 70 | i | 1.3
O=C(OCC#CCSc1nnc(-c2cccc3ccccc23)o1)c1ccc(F)cc1
    i | 22 | 0.2 | 57 | i | 0.8
Cc1cc(C)n2nc(SCC(=O)Nc3ccc(F)cc3[N+](=O)[O-])nc2n1
    i | 3 | -0.3 | 63 | i | 0.3
Cc1ccc(NC(=S)NC(=O)c2ccc(-c3ccccc3)cc2)cc1
    i | 40 | 1.8 | 51 | i | 0.0
O=C(NNC(=O)c1ccc([N+](=O)[O-])cc1)c1ccc(F)cc1
    i | 30 | 0.0 | 49 | i | 0.8
C=CCOc1ccc(C=NNc2ccc(S(=O)(=O)Nc3ccccc3C(=O)O)cc2[N+](=O)[O-])cc1OC
    i | 42 | 16 | 49 | i | 0.2
CCCn1c(CCl)nc2cc(S(=O)(=O)N3CCOCC3)ccc21
    i | 20 | -0.1 | 62 | i | 0.5
CCN(CC)c1nc(NN)nc(Nc2ccc(C)c(Cl)c2)n1
    i | 9 | 16 | 43 | i | 0.2
COC(=O)[C@H]1C[C@H](C(=O)O)[C@@H](C)C1(C)C
    i | 21 | 4.9 | 99 | i | 1.2
CC1CN(C(=O)COc2ccc3ccccc3c2)CC(C)O1 (stereo not drawn)
    i | 29 | 1.6 | 57 | ? | .
CC1CCCC(C)N1C(=O)COC(=O)c1cc([N+](=O)[O-])ccc1N1CCOCC1 (stereo not drawn)
    i | 43 | 0.7 | 66 | i | 0.4
COc1cc(NS(=O)(=O)c2cc(C(=O)NCCc3ccccn3)ccc2OC)cc(OC)c1
    i | 31 | -1.0 | 71 | i | 1.0
COc1ccc(S(=O)(=O)Nc2cccc3c2O[C@H](CN(C)S(=O)(=O)c2cn(C)cn2)[C@@H](C)CN([C@H](C)CO)C3=O)cc1
    i | 21 | 3.7 | 62 | i | 1.6
Cc1nn2c(=O)cc(COC(=O)c3c(F)cccc3Cl)nc2s1
    i | 36 | -2.1 | 54 | i | 1.2
O=C(NNC(=O)c1ccccc1Cl)c1ccc2c(c1)OCCO2
    i | 50 | -1.1 | 39 | i | 0.2
Cc1ccc(S(=O)(=O)N2CCN(C(=O)COC(=O)/C=C/c3ccccc3[N+](=O)[O-])CC2)c(C)c1
    i | 31 | 0.2 | 66 | i | 0.4
COc1ccc(C(=O)NCC(=O)Nc2cccc(S(=O)(=O)N3CCCC3)c2)cc1
    i | 29 | -0.2 | 57 | i | 0.8
CCCc1nnc(SCC(=O)Nc2ccc(NC(C)=O)cc2)n1-n1cccc1
    i | 57 | 1.6 | 67 | i | 0.5
O=C(c1ccc(-c2cccc(C(F)(F)F)c2)o1)N1CCCC(C(F)(F)F)C1 (stereo not drawn)
    i | 21 | 9.3 | 60 | i | 1.0
Cc1ccccc1[C@@]1(C)ON(c2ccccc2C(F)(F)F)C1=O
    i | 42 | 2.7 | 67 | i | 0.8
CCN(CC(=O)Nc1cccc(S(=O)(=O)N2CCOCC2)c1)Cc1ccccc1
    i | 15 | 0.4 | 47 | i | 0.6
Cc1cc(C)cc(C(=O)N(Cc2ccco2)c2c(N)n(Cc3ccccc3)c(=O)[nH]c2=O)c1
    i | 31 | 2.5 | 62 | i | 0.6
Cc1ccc(C)c(NC(=O)c2ccc3c(=O)n4c(nc3c2)CCC4)c1
    i | 31 | 1.2 | 78 | i | 0.2
O=C(NCc1cccnc1)c1cccc(S(=O)(=O)NCc2ccccc2)c1
    i | 25 | 0.1 | 72 | i | 1.0
Cc1c(N(C)S(=O)(=O)c2cc(C(=O)Nc3ccccn3)ccc2Cl)c(=O)n(-c2ccccc2)n1C
    i | 40 | -0.5 | 51 | i | 0.7
CCN(Cc1ccccc1)S(=O)(=O)c1ccc(C(=O)N(CCCN(C)C)c2nc3cc(OC)ccc3s2)cc1
    i | 30 | 3.8 | 51 | i | 0.7
O=C1C=C(c2cc(F)ccc2F)C[C@@H](c2ccc(F)cc2)C1
    i | 42 | 1.4 | 73 | i | 1.2
CCOc1ccccc1NC(=O)C(c1ccccc1)N1CCN(C(=O)c2ccco2)CC1 (stereo not drawn)
    i | 29 | 3.6 | 100 | i | 0.5
CCN(C[C@H]1N[C@@](CC)(C(=O)OC)[C@H]2C(=O)N(C)C(=O)[C@@H]12)S(=O)(=O)c1ccccc1
    i | 8 | -1.1 | 56 | i | 1.9

Next section
SMILES,T cell HTS,T cell HTS vesicle-bound %,NTR1 agonist,NTR1 agonist cell count 20 µM,Myeloid diff 2,Myeloid diff 2 GFP+ MAC1+ %
CCN(c1ccccc1)S(=O)(=O)c1ccc(Cl)c(NC(=O)CN2CCN(C)CC2)c1,i,43,1.4,48,i,1.0
Cc1ccc(NC(=O)c2nc[nH]c2C(=O)NCCCCCNC(=O)OC(C)(C)C)cc1,i,28,10,46,i,2.1
Cc1ccccc1OCC(=O)NNC(=O)c1ccc(-n2cncn2)c([N+](=O)[O-])c1,i,48,-0.2,78,i,0.9
CC(C)COc1ccc(C(=O)NNC(=O)CCC(=O)c2cccs2)cc1,i,32,-0.3,63,i,0.9
COc1ccccc1-c1oc2ccccc2c1C#CC1(N)CCCCC1,i,23,13,45,i,2.2
Cc1ccc(S(=O)(=O)N2CCN(C(=O)COC(=O)c3ccccn3)CC2)c(C)c1,i,39,-0.1,56,i,0.3
CCOc1ccc(NS(=O)(=O)c2ccc(C(=O)N(C)CC(=O)Nc3ccc(C)cc3)cc2)cc1,i,53,2.7,65,i,0.1
CC(=O)Nc1ccc(C=NNc2ccc(S(=O)(=O)Nc3ccccc3C(=O)O)cc2[N+](=O)[O-])cc1,i,36,-2.2,57,i,0.7
CCN1CCCC(OC(=O)C(c2ccccc2)c2ccccc2)C1 (stereo not drawn),i,48,-1.9,58,i,1.7
COc1cc(C(=O)NCc2cccnc2)ccc1OCC(=O)Nc1cccc(C(F)(F)F)c1,i,33,0.8,65,i,1.8
CCOc1ccccc1OCCCC(=O)Nc1cccc(S(=O)(=O)N2CCOCC2)c1,i,41,-1.3,95,i,1.2
COc1cc(S(=O)(=O)Nc2c(C)nn(C)c2C)ccc1NC(C)=O,i,34,0.0,63,i,0.6
CCC(CC)c1nnc(NC(=O)C2CC(=O)N(CCc3ccc(OC)c(OC)c3)C2)s1 (stereo not drawn),i,31,-0.2,52,i,0.7
O=C(Nc1ccc(Br)cc1Cl)c1ccc(OCC2CCCO2)cc1 (stereo not drawn),i,26,5.0,42,i,0.9
CCn1nc(C(=O)NCCc2ccc3c(c2)OCCO3)c2ccccc2c1=O,+,2.6*,-1.3,71,i,0.9

Part of the list above with just Myeloid diff 2, T cell HTS vesicle-bound % and Myeloid diff 2 GFP+ MAC1+ %:
Structure	Myeloid diff 2	T cell HTS vesicle-bound %	Myeloid diff 2 GFP+ MAC1+ %
COc1ccccc1-c1oc2ccccc2c1C#CC1(N)CCCCC1	i	23	2.2
COc1cc(C(=O)NCc2cccnc2)ccc1OCC(=O)Nc1cccc(C(F)(F)F)c1	i	33	1.8
COc1cc(S(=O)(=O)Nc2c(C)nn(C)c2C)ccc1NC(C)=O	i	34	0.6
CCn1nc(C(=O)NCCc2ccc3c(c2)OCCO3)c2ccccc2c1=O	i	2.6*	0.9

New compounds follow
SMILES,T cell HTS,T cell HTS vesicle-bound %,NTR1 agonist,NTR1 agonist cell count 20 µM,Myeloid diff 2,Myeloid diff 2 GFP+ MAC1+ %
CCCCCN(C(=O)CCC(=O)OCC(=O)N(CC)C1CCCCC1)c1c(N)n(CCCC)c(=O)[nH]c1=O,i,52,-1.0,45,i,0.9
COCCN(C(=O)COC(=O)CSc1ccc2ccccc2c1)c1c(N)n(Cc2ccccc2)c(=O)[nH]c1=O,i,25,-1.5,54,i,1.0
CCC1Nc2ncnc(N3CCN(c4ccccn4)CC3)c2N(Cc2ccc(Cl)cc2)C1=O (stereo not drawn),i,35,-1.1,105,i,1.1
O=C(N[C@H]1C/C=C\C[C@@H](CC(=O)N(CCO)Cc2ccccc2)C(=O)N2CCC[C@@H]2COC1=O)OCC1c2ccccc2-c2ccccc21,+,4.3*,-1.0,60,i,1.3
